From PubChem BioAssay
Pf growth 96h = Primary qHTS for delayed death inhibitors of the malarial parasite plastid, 96 hour incubation; P. falciparum luciferase reporter growth, 96 h; Potency, µM (top dose mostly 28.7 µM), for inactives: at the highest dose activity change, negative = inhibition, actives largely listed as inhibitors; hit rate 6.9% among 320,000; also: potency is read from the fitted curve at half-maximal effect; % is scaled to controls: 0 for no effect and ±100 for the full control effect
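Two parasite generations (96 h, 37 C, 5% CO2) of compound exposure in infected erythrocytes (0.05% parasitemia, 2% hematocrit). Luciferase-reporter P. falciparum; decreased luminescence indicates inhibited growth, aimed at apicoplast-acting delayed death.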
Cycloheximide cs = Cycloheximide Counterscreen for Small Molecule Inhibitors of Shiga Toxin. cell reporter, cycloheximide protein synthesis inhibition counterscreen. hit rate 12% among 300,000. max response, %. AID 2314, 2010; in the data active = max response mostly above about 13%, no sharp cut-off; inactive = mostly below about 14%; also: read at 38.3 µM for the half of the compounds with a filed dose; 0% is about no effect
Sm TGR inh = qHTS Assay for the Inhibitors of Schistosoma Mansoni Peroxiredoxins; Schistosoma mansoni thioredoxin glutathione reductase (TGR), Q962Y6; purified TGR, DTNB reduction, TNB absorbance 405 nm; Potency, µM (top dose mostly 114 µM), for the others: top-dose activity change, negative = inhibition, hits mostly inhibitors; hit rate 3% among 360,000; also: potency is read from the fitted curve at half-maximal effect; % is scaled to controls: 0 for no effect and ±100 for the full control effect; nearly all actives have a fitted effect of over 60% in size
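TGR 20 nM + NADPH 100 uM (dispensed conc.), cpd preinc 15 min RT; start with NADPH (500 uM addition) then DTNB (15 mM addition). Kinetic TNB absorbance, 405 nm filter. Four-parameter Hill fit across titration.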
Shiga inhibitor = A qHTS for Small Molecule Inhibitors of Shiga Toxin. Vero cells, Shiga toxin protein synthesis inhibition reporter. inhibition, % at 38.7 µM. hit rate 9.2% among 290,000. AID 2315, 2010; in the data active = inhibition mostly above about 28%, no sharp cut-off; inactive = mostly below about 43%; also: 0% is about no effect
Pf growth 48h = Primary qHTS for delayed death inhibitors of the malarial parasite plastid, 48 hour incubation; Potency, µM (highest dose often 28.7 µM), without a hit: top-dose activity change, negative = inhibition, most hits filed as inhibitors; hit rate 5.9% among 310,000; P. falciparum luciferase growth in erythrocytes, 48 h; also: potency is read from the fitted curve at half-maximal effect; % is scaled to controls: 0 for no effect and ±100 for the full control effect
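A one-generation exposure of luciferase-tagged malaria parasites in RPMI 1640/Albumax erythrocyte culture, 37 C and 5% CO2. Inhibition is inferred from decreased luminescence after adding detection reagent.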
FBPA Giardia inh = qHTS Assay for Inhibitors of Fructose-1,6-bisphosphate Aldolase from Giardia Lamblia | hit rate 0.71% among 290,000 | purified Giardia FBPA | A8B2U2 | Potency, µM (titrated, usually from 59.6 µM), without a hit: top-dose activity, negative = inhibition, actives largely listed as inhibitors | AID 2451, 2010; also: potency is read from the fitted curve at half-maximal effect; % is scaled to controls: 0 for no effect and ±100 for the full control effect; nearly all actives have a fitted effect of over 55% in size
Target sequence (A8B2U2 whole entry, looked up): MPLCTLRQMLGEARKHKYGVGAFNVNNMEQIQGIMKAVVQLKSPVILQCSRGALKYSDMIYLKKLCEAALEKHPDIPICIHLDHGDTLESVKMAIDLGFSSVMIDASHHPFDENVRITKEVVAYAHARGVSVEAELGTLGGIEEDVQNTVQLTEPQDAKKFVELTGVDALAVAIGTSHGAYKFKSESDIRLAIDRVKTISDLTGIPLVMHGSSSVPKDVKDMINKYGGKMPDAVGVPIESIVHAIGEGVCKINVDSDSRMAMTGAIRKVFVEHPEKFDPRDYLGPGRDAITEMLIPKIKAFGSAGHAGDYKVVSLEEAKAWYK
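40 nM FBPA preincubated 10 min at RT with compound (up to 57.5 uM final), then substrate plus GAPDH/TPI/NAD/arsenate coupling and diaphorase/resazurin added. Fluorescence read after 20 min at RT, 525/598 nm.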
* marks the source's active call; other numbers are inactive results; i = inactive; u = inconclusive; x = no result given; [ ] = another dose, or the depositor's remark. Unless noted, calls follow the shape of the dose curve; as a rule, active = well fitted curve in the direction sought with a large enough effect; inconclusive = small, poorly fitted or top-dose-only effect, or another doubt; inactive = no such curve, though single readings can be large; an effect the other way counts as inactive or inconclusive. Compounds were not picked by outcome; overall some 24% were active at least once.

SMILES	Pf growth 96h	Cycloheximide cs	Sm TGR inh	Shiga inhibitor	Pf growth 48h	FBPA Giardia inh
Cc1ccc(C(=O)N(Cc2sccc2C)C2CCS(=O)(=O)C2)cc1 (stereo unspecified)	91.4%[activator]	-2.9	1.5%	6.2	-13.1%	x
O=C(NCc1ccccc1)C1CCCN(c2nc3ccsc3c(=O)s2)C1 (stereo unspecified)	u	-3.3	13.1%	-12.5	8.7%	1.3%
Oc1ccccc1C1=NOC(O)(C(F)F)C1 (stereo unspecified)	x	6.1	-5.9%	51.8	13.7%	-1.4%
Cc1ccc([N+](=O)[O-])c2c1C(N1CCCC1)C(C)(C)O2 (stereo unspecified)	u	-6.0	56.2µM*	19.1	u	-5.8%
CCCNC(=O)COC(=O)c1ccccc1C(=O)N(C)C1CCCCC1	-1.6%	-2.5	-0.2%	24.2	-4.5%	3.2%
Cn1nnnc1NCc1ccc(Cl)c(Cl)c1	u	-0.8	36.9%[activator]	-16.6	-10.8%	-0.3%
Cn1cnc(S(=O)(=O)Nc2ccc3c(c2)OCCO3)c1	11.8%	-2.5	7.0%	-12.5	16.0%	0.2%
Fc1cccc(Cl)c1CSc1ccc(-c2ccco2)nn1	50.0%[activator]	39.0*	17.8µM*	89.0*	144.6%[activator]	-7.8%
O=c1[nH]c(CN2CCN(c3ccccn3)CC2)nc2c(Br)cc(Br)cc12	6.6%	-3.8	-1.5%	1.5	-6.9%	-0.6%
Cc1ccc(C(=O)NCCN2CCOCC2)cc1S(=O)(=O)N1CCCCC1	u	7.2	-11.0%	-9.6	9.7%	x
Cc1ccc(NC(=O)C2CCN(S(=O)(=O)c3cccs3)CC2)cc1C	u	0.6	11.0%	23.2	x	-0.3%
COC(=O)C(C)Sc1ccc2nnc(-c3cccc(F)c3)n2n1 (stereo unspecified)	-7.1%	-3.9	-3.9%	2.6	0.5%	0.2%
CCS(=O)(=O)N1Cc2ccccc2CC1C(=O)Nc1ncc(C)s1 (stereo unspecified)	291.1%	40.5*	0.9%	107.7*	i	-3.0%
O=C(NNC1=NCCCCC1)Nc1ccc(Cl)cc1	42.7%[activator]	22.8*	7.7%	23.0	27.7%	4.1%
CCCc1cc(=O)[nH]c(SCC(=O)c2ccc3c(c2)NC(=O)CO3)n1	27.3%	0.4	-8.2%	11.1	33.9%[activator]	0.9%
O=C(Cc1ccccc1[N+](=O)[O-])NCc1ccccc1Cl	212.0%[activator]	54.5*	7.4%	95.4*	75.4%[activator]	x
COC(=O)N/N=C(/c1ccccc1)C1CCCCC1	19.1%	0.3	8.5%	-4.1	21.4%	4.7%
Clc1ccc(Oc2nc3c(Cl)cccc3s2)cc1Cl	45.1%[activator]	-3.0	2.0%	-4.1	-8.4%	6.7%
N#C/C(=C/Nc1ccccc1)c1ccsc1	77.1%[activator]	27.0*	4.7%	41.9*	96.3%[activator]	u
COc1ccc(-n2c(C)cc(C(=O)CSc3nnc(-c4ccoc4C)n3C)c2C)cc1	x	1.6	0.0%	11.7	9.28µM*	u

At a glance, part of the list above:
SMILES	Pf growth 96h	Cycloheximide cs	Sm TGR inh	Shiga inhibitor	Pf growth 48h	FBPA Giardia inh
Cc1ccc(C(=O)N(Cc2sccc2C)C2CCS(=O)(=O)C2)cc1 (stereo unspecified)	91.4%[activator]	-2.9	1.5%	6.2	-13.1%	x
O=C(NCc1ccccc1)C1CCCN(c2nc3ccsc3c(=O)s2)C1 (stereo unspecified)	u	-3.3	13.1%	-12.5	8.7%	1.3%
Oc1ccccc1C1=NOC(O)(C(F)F)C1 (stereo unspecified)	x	6.1	-5.9%	51.8	13.7%	-1.4%
Cc1ccc([N+](=O)[O-])c2c1C(N1CCCC1)C(C)(C)O2 (stereo unspecified)	u	-6.0	56.2µM*	19.1	u	-5.8%
CCCNC(=O)COC(=O)c1ccccc1C(=O)N(C)C1CCCCC1	-1.6%	-2.5	-0.2%	24.2	-4.5%	3.2%
Cn1nnnc1NCc1ccc(Cl)c(Cl)c1	u	-0.8	36.9%[activator]	-16.6	-10.8%	-0.3%
Cn1cnc(S(=O)(=O)Nc2ccc3c(c2)OCCO3)c1	11.8%	-2.5	7.0%	-12.5	16.0%	0.2%
Fc1cccc(Cl)c1CSc1ccc(-c2ccco2)nn1	50.0%[activator]	39.0*	17.8µM*	89.0*	144.6%[activator]	-7.8%
O=c1[nH]c(CN2CCN(c3ccccn3)CC2)nc2c(Br)cc(Br)cc12	6.6%	-3.8	-1.5%	1.5	-6.9%	-0.6%
Cc1ccc(C(=O)NCCN2CCOCC2)cc1S(=O)(=O)N1CCCCC1	u	7.2	-11.0%	-9.6	9.7%	x

(listing goes on)
SMILES	Pf growth 96h	Cycloheximide cs	Sm TGR inh	Shiga inhibitor	Pf growth 48h	FBPA Giardia inh
COc1ccc(C(=S)N2CCOCC2)cc1OC(=O)c1ccccc1Cl	-1.1%	6.9	2.3%	-15.1	20.0%	-1.6%
CCOC(=O)N/N=C/C(Cl)=C/c1ccccc1	u	37.5*	3.4%	53.8*	-42.9%	0.0%
Cc1ccc(C)c(NS(=O)(=O)c2c(C)nn(C)c2C)c1	1.4%	-1.4	-0.8%	50.8	11.8%	-1.1%
O=C(N/N=C1\SCC(=O)N1CCc1ccccc1)c1cccs1	-1.2%	-4.3	20.5%	31.2	9.5%	1.0%
CCOc1ccc(-c2cc3cc(OC)c(OC)cc3c(C)n2)cc1	35.8%[activator]	8.7	-7.5%	20.0	-14.2%	-0.5%
O=C(NCCCNC(=O)c1ccccn1)c1ccc(Cl)cc1	3.7%	-3.2	6.9%	-3.9	4.3%	10.9%
Cn1c(=O)c2c(ncn2CC(=O)OCC(=O)Nc2ccccc2Cl)n(C)c1=O	x	-2.6	1.2%	-9.7	1.9%	7.0%
CCn1c(CN2CCCCC2)nc2cc(S(=O)(=O)N3CCCCC3)ccc21	u	x	-1.6%	x	u	x
Cc1nc(-c2ccc(NC(=O)Cc3ccccc3)cc2)cs1	-2.1%	43.4*	-10.5%	86.8*	71.6%[activator]	12.6%
CCC(=O)Nc1ccc(N2CCN(C(=O)c3ccccc3C)CC2)cc1	x	0.7	-6.6%	-4.6	-13.5%	-20.4%
NC(=O)C1CCN(CC(O)CSc2ccc(F)cc2)CC1 (stereo unspecified)	26.9%	-5.0	-5.0%	2.4	0.0%	9.1%
CC(=O)Nc1ccc(NC(=O)C(=O)NCC(c2ccco2)N2CCc3ccccc32)cc1 (stereo unspecified)	10.4µM*	x	-4.2%	x	13.1µM*	x
O=C(NC1CCCC1)C(c1ccccc1)N(Cc1cccnc1)C(=O)Cc1cccs1 (stereo unspecified)	-10.7%	-1.4	-2.6%	-10.0	-14.0%	7.4%
O=c1nc(C(F)(F)F)nc2ccccn12	-14.2%	-4.0	4.2%	-3.5	18.3%	0.7%
Cc1c(NC(=O)COC(=O)/C=C/c2cccc(Cl)c2)c(=O)n(-c2ccccc2)n1C	2.7%	x	2.0%	x	-14.4%	x
COc1ccc(-c2noc(=O)n2Cc2cc(C)ccc2C)cc1	19.2%	-1.2	-28.6%	-5.2	0.1%	4.0%
CC(NC(=O)c1cccc(N2CCCC2=O)c1)c1ccc2c(c1)OCCO2 (stereo unspecified)	11.7µM*	-2.1	-2.0%	-2.4	u	-8.9%
N#Cc1ccc(CSc2nnc(-c3ccncc3)o2)cc1	114.1%[activator]	-1.9	4.6%	-5.1	-4.1%	3.8%
CCC(CC)c1nnc(NC(=O)C2CC(=O)N(C3CCCC3)C2)s1 (stereo unspecified)	-0.1%	-6.6	-11.0%	-3.5	-7.4%	2.4%
CCOC(=O)c1c(NC(=O)CS(=O)(=O)c2cn(CC)c3ccccc23)sc2c1CCCC2	u	-2.7	u	-13.4	u	-3.9%
O=C(COc1ccccc1)N1CCN(C/C=C/c2ccccc2)CC1	1.2%	-0.9	-18.4%	24.6	u	0.9%
COc1ccc(C(=O)Nc2nnc(Cc3ccc(OC)c(OC)c3)s2)cc1	0.0%	11.1*	2.0%	20.4	0.0%	0.8%
CN1C(=O)CC(N2CCN(CC(N)=O)CC2)C1=O (stereo unspecified)	88.2%[activator]	-8.2	4.8%	-15.9	-3.2%	3.9%
COc1ccc(-c2cc(C)no2)cc1S(=O)(=O)NCCCN1CCN(c2ccccc2)CC1	u	8.1	-8.5%	-12.4	-15.0%	x
O=C(O)CCn1cc(/C=C/C(=O)c2ccc(Cl)cc2)c(-c2cccc(Br)c2)n1	u	0.5	8.7%	-6.8	u	10.3%
NC(=NC1CCCCC1)NS(=O)(=O)c1ccccc1	30.6%[activator]	-7.1	-10.6%	2.1	-14.3%[0.00184 µM]	-8.1%
COc1ccc([C@@H]2CC=C(C(=O)O)CN2S(=O)(=O)c2ccc(Cl)cc2)cc1	60.5%[activator]	x	-0.8%	x	-9.8%	x
Cc1csc(NC(=O)C(C)N2C(=O)c3ccccc3S2(=O)=O)n1 (stereo unspecified)	22.5%	-1.9	5.8%	-1.3	-4.1%	x
COC(=O)c1ccccc1NC(=O)COc1ccccc1	21.1%	4.1	0.0%[11.4 µM]	15.4	x	2.0%
CCOC(=O)N1CCN(C(=O)c2ccc3c(=O)n4c(nc3c2)CCCCC4)CC1	u	7.3	-7.6%	-7.6	57.3%[activator]	4.5%
CCOC(=O)c1ccc(N2Cc3ccccc3C2)cc1O	2.2%	46.2*	-18.8%	65.2*	4.15µM*	0.8%
Nc1cc(=O)[nH]c(=O)n1CCc1ccccc1	u	3.2	-1.9%	10.5	u	12.8%
Cc1ccc(-c2cc(C(F)F)n3ncc(C(=O)Nc4c(C)nn(Cc5ccccc5Cl)c4C)c3n2)cc1	u	-1.8	-16.7%	8.5	u	-3.2%
CCC(C)(C)n1nnnc1C(c1cc2ccc(OC)cc2[nH]c1=O)N1CCc2ccccc21 (stereo unspecified)	32.0%[activator]	18.6	35.5µM*	-7.5	5.22µM*	3.5%
Cc1cc(NS(=O)(=O)c2ccccc2)c(C)c(Cl)c1O	u	-3.1	u	-4.9	0.0%	1.5%
O=C(CSc1nnc(-c2c[nH]c3ccccc23)o1)NCC1CCCO1 (stereo unspecified)	u	x	0.4%	x	u	x
COc1ccc(C2CC(c3ccc4ccccc4c3OC(C)=O)=NN2C(C)=O)cc1 (stereo unspecified)	21.0%	24.5*	2.6%	59.5*	u	-1.0%
c1ccc(-c2nc(N3CCOCC3)s[n+]2-c2ccccc2)cc1	91.5%[activator]	57.2*	-15.5%	40.0*	79.1%[activator]	8.6%
Cc1c(CCC(=O)N2CCC(C(=O)O)CC2)c(=O)oc2cc3oc4c(c3cc12)CCCC4	-55.0%	-3.4	4.0%	0.3	u	2.5%
COc1ccc(C(=O)N2CCCC(C(=O)N3CCCCCC3)C2)cc1 (stereo unspecified)	-6.7%	-2.3	5.7%	-2.4	x	8.4%
CCC1(COC(=O)Nc2cccc(Cl)c2)COC1	16.3%[5.75 µM]	22.0*	-29.8%	50.7	54.4%[activator]	-2.7%
COc1ccc(-c2nc3c4ccccc4ccn3c2CN2CCCCC2)cc1OC	u	19.8	-22.8%	38.3	u	-20.1%
Cc1nc(N)sc1C(=O)N/N=C/c1ccccc1[N+](=O)[O-]	2.0%	35.6*	15.2%	126.1*	162.0%[activator]	7.1%
CNC(=S)N/N=C/c1ccccc1Cl	57.8%[activator]	10.4	5.7%	-7.1	33.4%[activator]	u
